# Xi reactivation = activators of X-chromosome reactivation in mouse fibroblasts; AID 743238; activation, % at 7.58 µM; XiGFP mouse fibroblasts, % GFP-positive cells imaging, 3 d; cells co-treated with 5-aza-dC sensitizer; scaled so ellipticine positive control = 100%; 360,000 tested, 0.055% active;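 active means mean normalized replicate activation at least 10% and every replicate at or above 10%; inconclusive means only one of the two criteria met; inactive means mean below 10% and not all replicates reach 10%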;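 further: 0% = median of on-plate neutral control wells and 100% = ellipticine 6 µM median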
#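 System: 68-5-11 XiGFP fibroblast line; Timing: 3 days compound exposure; Compound dosing: one concentration, pinned; Benchmarks: positive control ellipticine, 6 µM final; Buffer or medium: DMEM containing 5-aza-dC.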
# E-sel inducer = E-selectin induction on HUVECs; P16581; HUVEC E-selectin immunofluorescence imaging; normalized: neutral wells 0, TNF-alpha wells 100; activation, % at 7.58 µM; 260,000 tested, 0.37% active; AID 686992;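 active means mean E-selectin-positive cell signal at least 10% of the positive control, reached in at least 60% of replicates, without over 20% cell loss; inconclusive means no rule given, readout overlaps actives, possibly toxicity-flagged; inactive means the rest, including those meeting only one limit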;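 further: in these data hits start at about 27%; measured in HUVEC primary endothelial cells; signal is the percent of cells scored E-selectin positive by PE staining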
# Target sequence (P16581 whole entry, looked up): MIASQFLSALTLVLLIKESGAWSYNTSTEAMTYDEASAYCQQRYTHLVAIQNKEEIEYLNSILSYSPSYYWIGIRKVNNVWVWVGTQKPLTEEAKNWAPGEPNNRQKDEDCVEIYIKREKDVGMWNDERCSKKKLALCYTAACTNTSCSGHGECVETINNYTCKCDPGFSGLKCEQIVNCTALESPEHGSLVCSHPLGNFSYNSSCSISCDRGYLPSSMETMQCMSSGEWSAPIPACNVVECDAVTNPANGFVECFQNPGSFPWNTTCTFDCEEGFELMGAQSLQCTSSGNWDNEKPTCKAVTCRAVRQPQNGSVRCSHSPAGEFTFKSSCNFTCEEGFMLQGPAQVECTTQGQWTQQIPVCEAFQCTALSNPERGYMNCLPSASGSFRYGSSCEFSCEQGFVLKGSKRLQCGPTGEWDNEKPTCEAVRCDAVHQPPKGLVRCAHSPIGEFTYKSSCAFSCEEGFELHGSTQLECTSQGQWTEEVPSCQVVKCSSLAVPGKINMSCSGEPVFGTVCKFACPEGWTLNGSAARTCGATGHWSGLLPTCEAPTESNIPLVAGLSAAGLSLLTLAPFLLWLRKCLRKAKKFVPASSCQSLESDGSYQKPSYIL
#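 assay system = HUVEC, human umbilical vein endothelial cells | input = 3,000 HUVEC seeded per well | medium = EGM-2 growth medium on 0.1% gelatin-coated wells | dosing = one compound dose added by pin transfer | signal = immunofluorescence imaging | read-out basis = % PE-positive cells | control set = TNF-alpha, DMSO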
# DENV2 CPE = DENV2-induced cell death inhibition; 350,000 tested, 1.7% active; AID 651640; CPE inhibition, % at 9.99 µM; DENV2-infected cells, cytopathic effect rescue, plate reader; in the data active means CPE inhibition above about 20%, passing the limit was not always enough; inconclusive means no clear call, values can overlap the other calls; tested in BHK-21 cells;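 further: 0% = median of neutral control wells and 100% = median of positive control wells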
# RAD52 inh = RAD52 (human) annealing inhibition; AID 651710; inhibition, % at 18.7 µM; 360,000 tested, 0.46% active; recombinant RAD52 DNA annealing, FRET fluorescence;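 active means every replicate showing at least 50% inhibition; inconclusive means mean inhibition at least 50% but not in every replicate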
# Target sequence (P43351 whole entry, looked up): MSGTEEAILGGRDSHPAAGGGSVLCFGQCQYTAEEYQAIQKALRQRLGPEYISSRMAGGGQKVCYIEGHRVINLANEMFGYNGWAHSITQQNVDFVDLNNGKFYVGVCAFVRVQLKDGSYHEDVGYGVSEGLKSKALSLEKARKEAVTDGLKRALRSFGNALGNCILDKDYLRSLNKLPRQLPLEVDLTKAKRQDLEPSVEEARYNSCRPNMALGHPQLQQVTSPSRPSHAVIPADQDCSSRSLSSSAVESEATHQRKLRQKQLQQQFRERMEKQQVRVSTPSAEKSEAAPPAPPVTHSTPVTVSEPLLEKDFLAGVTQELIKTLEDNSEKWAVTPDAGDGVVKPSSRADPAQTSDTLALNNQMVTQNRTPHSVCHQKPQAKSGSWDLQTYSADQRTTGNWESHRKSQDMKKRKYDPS
# RAD54 inh = blocks human RAD54 Holliday junction branch migration. AID 602329. inhibition, % at 10.4 µM. FAM/BHQ fluorescence. Q92698. 360,000 tested, 0.14% active;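 active means mean normalized replicate activity at least 40 and at least half of replicates scoring 40 or more; inconclusive means only one of the two criteria met; inactive means mean below 40 and under half of replicates reaching 40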;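 further: 0% = median of neutral control wells and 100% = median of positive control wells; inhibitors cause a drop in the FAM fluorescence signal; in these data hits start at about 50%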
# INS-1E GSIS act = GLuc luminescence reporter in INS-1E cells, primary screen for activators of glucose-dependent secretion of insulin; AID 743287; 370,000 tested, 0.61% active; activation, % at 16.6 µM; INS-1E GLuc reporter insulin secretion, 2-3 h;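 active means lowest replicate activation of at least 40%, so every replicate reaches that level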;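 further: 0% = median of neutral control wells and 100% = median of IBMX positive control wells; some compounds called inactive have numbers as strong as hits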
# Casp6 inh = blocks human caspase-6 cleavage activity; AID 686996; purified caspase-6, Z-VEID-R110 cleavage fluorescence; 350,000 tested, 0.53% active; inhibition, % at 12.5 µM; P55212;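 active means mean inhibition across replicates at least about 35%, with every replicate also reaching that limit, limit read from the data; inconclusive means only one of the two criteria met; inactive means neither criterion met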;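 further: 0% = median of neutral control wells and 100% = no fluorescence left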
# F508del corr = CFTR F508del correction in bronchial cells; CFBE cells, YFP halide quenching; stimulated with forskolin plus potentiator P3; % fluorescence drop versus neutral controls; activity (quench increase), % at 7.58 µM; 350,000 tested, 0.36% active; AID 720511;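 active means mean added fluorescence quench of at least 8% versus neutral control, with both replicates also reaching 8%; inconclusive means only one of the mean or replicate conditions met; inactive means mean below 8% and not both replicates reaching 8%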;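 further: cells transiently co-express mutant CFTR-F508del with the halide-sensitive YFP; corrector assay measuring rescue of mutant channel to the surface after 24 h compound exposure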
# The depositor's hits bear a star; ? = inconclusive; / = not tested or not shown.
SMILES,Xi reactivation,E-sel inducer,DENV2 CPE,RAD52 inh,RAD54 inh,INS-1E GSIS act,Casp6 inh,F508del corr
CCCC(=O)Nc1ccc2c(c1)OC[C@H](C)N(Cc1ccc(-c3ccccn3)cc1)C[C@H](C)[C@H](OC)CN(C)C2=O,-0.6,0.1,-7,-10,0,-18,2,-0.4
O=C(Nc1nc(-c2ccc(-c3ccccc3)cc2)cs1)c1cnccn1,0.1,/,7,-24,/,8,-6,3.5
Cc1cccc(CC2CC(=O)N(C3CCCCC3)C2=O)c1 (centres undefined),/,/,/,-8,/,-44,2,0.2
C[C@@H]1CN([C@@H](C)CO)C(=O)c2ccccc2-c2ccccc2CO[C@@H]1CN(C)CC1CC1,0.9,0.9,3,8,6,16,-3,0.6
Cc1cccc(S(=O)(=O)N[C@@H]2CC[C@H](CCNC(=O)CCN3CCCCC3)O[C@@H]2CO)c1,-0.4,0.0,-4,-1,0,6,0,0.8
CCc1nc2c(OCC(=O)C(C)(C)C)cccn2c1N(C)C(=O)c1ccccc1F,-0.1,/,?,-34,1,6,3,2.1
CNC[C@@H]1Oc2ccc(NC(=O)Cc3ccccc3)cc2CC(=O)N([C@@H](C)CO)C[C@H]1C,-0.2,0.0,0,-14,-1,-6,0,0.6
O=C(COC(=O)c1nc(Cl)ccc1Cl)c1ccc[nH]1,0.1,0.0,3,-17,-3,6,5,3.1
COc1ccc(C(=O)N2CCCC(Nc3ccc(F)c(F)c3)C2)c(OC)n1 (centres undefined),0.2,/,-3,-22,-1,1,1,-4.4
Cn1c(=O)c(C(=O)NNC(=O)c2ccccc2Cl)c(O)c2ccccc21,0.1,0.2,-3,-8,5,6,1,-2.2
CO[C@H]1CN(C)C(=O)c2ccc(NC(C)=O)cc2OC[C@@H](C)N(C(=O)C2CCOCC2)C[C@H]1C,-0.4,2.4,0,-1,4,9,/,-0.8
CC1=C(C(=O)N2CCCCCC2)CC(CC(=O)NC2CCCCC2)C(=O)N1CCC1=CCCCC1 (centres undefined),-0.1,-0.1,?,-16,/,-49,3,2.2
O=C(Nc1nnc(S(=O)(=O)N2CCOCC2)s1)c1ccccc1Br,0.0,/,6,-12,13,-25,3,-0.5
COC(=O)C1=C(C)NC(C)=C(C(=O)OC)C1C(=O)OC1CCCCC1=O (centres undefined),0.2,-0.2,-3,2,4,/,3,3.4
C=CCN1C(=O)C(CC(=O)Nc2ccccc2F)S/C1=N\c1nccs1 (centres undefined),0.0,5.5,0,-5,4,1,-4,-0.7
Cn1nnnc1SCC(=O)Nc1nn(-c2ccccc2)nc1C(N)=O,0.1,/,9,0,3,-5,-5,-0.6
O=C(OCc1ccccc1)N(CCF)c1cn(Cc2ccccc2)c(=O)n(Cc2ccccc2)c1=O,0.3,0.3,-6,-18,4,/,-1,1.9
CCCNC(=O)Nc1ccc2c(c1)C(=O)N(C)[C@@H]1CC[C@@H](CC(=O)NC3CCC3)O[C@H]1CO2,0.0,0.0,3,/,-5,6,/,2.6
CC(C)NC(=O)N(C)C[C@@H]1Oc2cc(C#Cc3ccc(F)cc3)ccc2S(=O)(=O)N([C@@H](C)CO)C[C@@H]1C,1.3,0.0,-6,35,1,-21,0,1.2
Cc1c(-n2c(SC(C)C(=O)NC(N)=O)nc3ccccc3c2=O)c(=O)n(-c2ccccc2)n1C (centres undefined),0.0,/,-3,-1,/,2,0,2.7
CCNc1nc2nc3ccc(C)cn3c(=O)c2cc1C(=O)NCC1CCCO1 (centres undefined),0.0,/,-9,26,/,29,-2,2.4
C[C@H]1CN([C@@H](C)CO)S(=O)(=O)c2ccc(C#CC3CCCC3)cc2O[C@H]1CN(C)Cc1cncnc1,1.3,8.8,/,/,/,-28,/,2.2
CCCNC(=O)N1[C@@H](CO)[C@@H]2c3ccccc3N(C(=O)Nc3ccc(F)cc3)C[C@@H]21,0.3,0.2,?,1,2,14,-1,-0.4
COc1ccc(CNCCC(c2ccccc2)c2ccc3c(c2)OCO3)cc1 (centres undefined),/,/,-6,33,17,13,2,4.9
Cc1ccc(S(=O)(=O)Nc2cc(C(F)(F)F)ccc2N2CCOCC2)cc1,0.1,2.1,11,-6,3,15,-5,-2.2

# Continued.
SMILES,Xi reactivation,E-sel inducer,DENV2 CPE,RAD52 inh,RAD54 inh,INS-1E GSIS act,Casp6 inh,F508del corr
COc1ccc(C(=O)NCc2nnc(SCC(=O)NCc3ccco3)o2)cc1OC,0.0,-0.6,-7,-21,-5,29,4,-0.1
CC(=O)c1ccc(Nc2nc(-c3cccnc3)cs2)cc1,0.0,/,6,-14,4,3,0,0.7
CCN(CC)C(=O)Oc1ccc(OC(=O)N(CC)CC)cc1,0.0,/,-2,-5,/,5,2,-2.0
O=C(NCC[C@@H]1CC[C@H](NC(=O)C2CCCCC2)[C@H](CO)O1)Nc1ccc(Cl)cc1,-0.3,-0.6,6,1,2,6,0,-1.0
COc1ccccc1-c1ccc([C@@H]2[C@@H](CO)N3CCCCN(C(=O)c4cccnc4)C[C@H]23)cc1,0.2,-0.1,0,1,-2,2,0,-2.4
C#CCn1c(O)c(N=NC(=O)CNC(=O)c2cccnc2)c2ccccc21,0.3,/,-6,-13,-11,12,3,3.2
COCCNC(=O)C[C@H]1C[C@@H]2c3cc(NC(=O)Nc4ccccc4F)ccc3O[C@@H]2[C@H](CO)O1,0.0,0.0,3,/,10,4,/,-0.6
COc1ccc(CN(C)C[C@H]2Oc3ccc(NS(=O)(=O)c4ccc(Cl)cc4)cc3C(=O)N([C@@H](C)CO)C[C@H]2C)cc1,0.9,2.1,-5,-142,13,-16,4,-1.3
Cc1noc(C)c1NC(=O)N(C)C[C@H]1Oc2c(NC(=O)C3CCOCC3)cccc2C(=O)N([C@H](C)CO)C[C@@H]1C,1.3,0.2,17,8,-6,6,-2,-0.2
O=C(Cc1cccnc1)N1CC2(C1)[C@H](c1ccccc1)[C@@H](CO)N2C(=O)C1CCOCC1,0.1,-0.2,-13,-12,/,8,/,-2.3
CCN(CC)S(=O)(=O)c1ccc(NN)nc1,0.0,0.1,5,-18,/,-6,-1,-1.3
CCN(CC)C(=O)C1CCCN(Cc2ccc(OC)c(C)c2C)C1 (centres undefined),/,/,/,6,0,16,0,/
CNCc1ccccc1OCc1ccccc1F,0.0,-0.9,8,-12,-6,-59,0,0.1
CCOC(=O)N1CCC(N2C(=O)c3cc(C(=O)NC4CCCCC4)ccc3C2O)CC1 (centres undefined),-0.2,/,-11,-18,-11,15,1,-1.1
CCC(=O)Nc1nnc(SCC(=O)NCC2CCCO2)s1 (centres undefined),0.0,2.7,-7,-1,-4,7,-3,0.9
CC1(C)Cc2cccc(OCC(=O)OCC(=O)Nc3ccc(S(N)(=O)=O)cc3)c2O1,0.0,0.1,-5,-9,-6,6,3,5.4
COc1ccc(C2CC(c3ccccc3)=NN2C(=O)CCC(=O)O)cc1 (centres undefined),0.1,0.0,3,-12,6,9,1,-0.1
CCC(=O)OCC(=O)Nc1ccc(OC)cc1[N+](=O)[O-],0.0,-0.1,11,-2,/,4,0,2.3
CCC(=O)C1CCCN(C(=O)CCc2nnc(C3(c4ccc(Cl)cc4)CCC3)o2)C1 (centres undefined),0.0,0.0,3,-9,17,-32,-1,0.2
COc1cccc(C2(O)CCN(C(=O)C(C)C)CC2)c1,-0.1,0.0,-3,-1,0,31,4,-1.7
C[C@@H]1CN([C@H](C)CO)C(=O)Cc2cc(NC(=O)Nc3ccc(F)cc3)ccc2O[C@@H]1CN(C)Cc1ccncc1,-0.1,44*,1,12,-6,-19,0,-4.3
C[C@@H]1CN([C@@H](C)CO)C(=O)c2cc(-c3cncnc3)cnc2O[C@H]1CN(C)C(=O)c1cccc(F)c1,0.0,-0.4,9,-6,-9,19,1,0.7
CN(C)C(=O)c1cccc(-c2ccc3c(c2)[C@H]2[C@H](CCN2C(=O)C2CC2)[C@@H](CO)N3)c1,0.0,0.3,10,-2,3,8,11,-4.4
Cc1cccc(N2CCN(CC(=O)N(C3CCCC3)C3CCS(=O)(=O)C3)CC2)c1C (centres undefined),0.3,/,3,-7,-1,4,-4,2.6
CCCNC(=O)Nc1ccc2c(c1)C(=O)N(C)C[C@@H](OC)[C@@H](C)CN[C@H](C)CO2,1.0,4.8,-5,-7,-1,6,0,-1.0

# Later entries.
SMILES,Xi reactivation,E-sel inducer,DENV2 CPE,RAD52 inh,RAD54 inh,INS-1E GSIS act,Casp6 inh,F508del corr
Brc1cccc(OCCCNC2CCCC2)c1,0.3,/,10,-10,-7,-8,-3,1.2
C[C@@H]1CN([C@@H](C)CO)C(=O)c2cc(C#CC3CCCCC3)cnc2O[C@H]1CN(C)S(C)(=O)=O,-1.0,0.2,-4,1,-5,-6,6,-2.3
Cc1c(C(=O)N2CCN(c3ccc(F)cc3)CC2)sc2ncnc(N3CCN(c4ccccn4)CC3)c12,0.0,/,-4,-14,0,-14,1,-1.1
CSCCC(NC(=O)c1ccco1)C(=O)NC1CCC(C)CC1 (centres undefined),0.4,/,4,-24,12,-18,1,5.1
C[C@@H]1CCCCO[C@@H](CN(C)C(=O)CCC(F)(F)F)[C@H](C)CN([C@@H](C)CO)C(=O)c2cc(NC(=O)Cc3ccccc3)ccc2O1,-0.1,-0.5,2,3,-3,-15,1,-2.4
Cc1ccc2cc(C#N)c(N3CCN(C(=O)c4ccccc4)CC3)nc2c1,0.0,/,5,-17,-1,-5,4,0.3
CC(C)(C)c1csc(N/N=C/c2cccnc2)n1,0.0,0.2,3,2,0,/,0,3.7
COc1ccccc1CNC(=O)c1cccc(S(=O)(=O)N2CCN(c3ccc(F)cc3)CC2)c1,0.2,-0.8,-7,-7,2,-47,1,-2.8
O=c1[nH]nc(CNc2ccc(Cl)cc2Cl)c2ccccc12,0.1,-0.9,-2,-4,-7,2,0,/
O=C(CNC(=O)c1ccccc1Br)N/N=C/c1cccs1,0.1,/,-2,5,-10,5,6,-1.9
COc1ccc(-c2ccccc2[C@@H]2[C@H](C#N)N(C(=O)c3cccnc3)[C@H]2CO)cc1,0.0,0.2,17,2,/,-6,1,1.3
N#C[C@@H]1[C@@H](c2ccc(C#Cc3cccnc3)cc2)[C@@H](CO)N1C(=O)C1CCCC1,0.0,-0.1,1,-37,/,0,1,0.5
CC(C)CN1C(=O)C(=O)N(CC(=O)N(C)CC(=O)Nc2ccc(F)cc2)C1=O,0.0,0.4,3,-20,11,-13,-2,3.1
CC1(c2ccccc2Br)NC(=O)N(CC(=O)N2CCc3ccccc3C2)C1=O (centres undefined),0.0,/,?,-13,-6,/,1,0.6
c1ccc(-c2ccccc2OCCOCCN2CCc3ccccc3C2)cc1,0.2,/,6,21,/,10,-2,1.0
Cc1cccc(Nc2nc(C)cc(C)c2C#N)c1,0.0,1.7,-1,-7,-2,-4,-5,2.5
COc1ccc(CNC(=O)C2CCN(S(=O)(=O)c3ccc4c(c3)C(C)(C)C(=O)N4C)CC2)cc1,0.0,0.1,2,-30,-2,-21,-2,2.3
